Compound activity as filed in PubChem BioAssay.
CHRM1 PAM = human M1 muscarinic receptor positive allosteric modulators, primary screen, CHO-K1 cells, Fluo-8 calcium fluorescence, 1536-well | Muscarinic acetylcholine receptor M1 (Homo sapiens), P11229 | CHO-K1 hM1, ACh EC20; 0% = ACh EC20, 100% = maximal ACh | activation, % at 3 µM | hit rate 0.088% among 360,000 | AID 588819, 2011; in the data active = activation above about 19%, passing the limit was not always enough
Target sequence (P11229 whole entry, looked up): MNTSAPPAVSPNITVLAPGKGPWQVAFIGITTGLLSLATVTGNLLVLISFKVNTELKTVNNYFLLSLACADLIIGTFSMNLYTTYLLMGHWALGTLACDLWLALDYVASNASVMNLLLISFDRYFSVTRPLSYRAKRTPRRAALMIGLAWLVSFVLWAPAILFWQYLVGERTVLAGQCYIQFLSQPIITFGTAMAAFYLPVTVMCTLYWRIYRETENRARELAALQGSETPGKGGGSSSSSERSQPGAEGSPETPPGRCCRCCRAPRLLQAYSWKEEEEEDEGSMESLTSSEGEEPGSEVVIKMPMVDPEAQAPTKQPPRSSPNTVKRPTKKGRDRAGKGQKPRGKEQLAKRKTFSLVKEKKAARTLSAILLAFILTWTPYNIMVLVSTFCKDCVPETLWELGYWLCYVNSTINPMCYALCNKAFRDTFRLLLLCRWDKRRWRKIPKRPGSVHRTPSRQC
CHO parental Ca = ATP-evoked calcium signal inhibitors, parental CHO, primary screen, counter-screen for OX1R antagonist project, cell-based, fluorescence, Fluo-8 calcium dye. parental CHO-K1, ATP-induced calcium, Fluo-8 fluorescence. inhibition, % at 5.6 µM. hit rate 0.63% among 330,000. AID 463079, 2010;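 active = inhibition above that plate's mean sample inhibition plus 3 SD, cut at about 26% in these data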;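 also: 0% = ATP-challenged DMSO wells and 100% = DMSO wells without ATP; some compounds past the cut are filed as inactive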
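Material – parental CHO cells · Reagent – ATP stimulus · Compound – single nominal dose of 5.6 µM per compound · Detection – Fluo-8 fluorescence · Read-out basis – percent inhibition of calcium signal · Controls – ATP-challenged DMSO wells low, unchallenged DMSO wells high · Repeats – no replicates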
TAAR1 antag = human TAAR1 antagonists, primary screen, Fluo-8 calcium fluorescence, CHO RD-HGA16 cells; inhibition, % at 3 µM; AID 624466, 2012; Trace amine-associated receptor 1 (Homo sapiens), Q96RJ0; antagonist; hit rate 1.5% among 360,000;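 active = inhibition above a per-plate cutoff, the mean inhibition of test compounds on that plate plus 3 SD, cut at about 49% in these data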;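 also: 0% = DMSO plus EC80 beta-PEA response and 100% = DMSO alone without agonist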
Target sequence (Q96RJ0 whole entry, looked up): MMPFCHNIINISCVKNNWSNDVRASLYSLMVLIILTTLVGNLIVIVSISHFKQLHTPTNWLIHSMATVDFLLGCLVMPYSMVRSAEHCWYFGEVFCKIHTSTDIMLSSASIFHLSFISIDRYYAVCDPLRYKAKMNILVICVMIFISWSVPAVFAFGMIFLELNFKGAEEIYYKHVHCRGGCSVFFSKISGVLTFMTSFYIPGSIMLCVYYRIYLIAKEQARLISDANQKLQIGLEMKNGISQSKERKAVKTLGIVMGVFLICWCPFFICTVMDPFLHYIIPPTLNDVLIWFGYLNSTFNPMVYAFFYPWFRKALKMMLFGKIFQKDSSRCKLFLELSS
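Test system: CHO RD-HGA16 cells bearing hTAAR1 | Reagent: β-PEA, EC80 | Compound dosing: 3 µM, single point | Schedule: Dye loading 75 min at 37 °C, then 30 min room temperature | Signal: Calcium fluorescence with Fluo-8 | Evaluation: Percent inhibition of PEA-evoked calcium signal, max/basal emission ratio | Control set: DMSO-only wells and EC80 β-PEA-stimulated wells | Repeats: Singlicate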
TAAR1 agonist = human TAAR1 agonists, primary screen, Fluo-8 calcium fluorescence, CHO RD-HGA16 cells. activation, % at 3 µM. Trace amine-associated receptor 1 (Homo sapiens), Q96RJ0. hit rate 0.99% among 360,000. vehicle wells 0%, saturating PEA agonist 100%;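 active = activation above the mean activation of all test compounds in the run plus 3 SD, cut at about 38% in these data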
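System: CHO RD-HGA16 cells carrying human TAAR1 plus Gα16; Incubation: 17-24 h seeding, 75 min 37 °C dye, 30 min RT; Measured by: Fluo-8 fluorescence, 5 s baseline then 140 s kinetic read; Control set: DMSO and PEA EC100; Replication: single well for each compound.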
CHO-K1 Ca antag = M1 antagonist counterscreen hit in parental CHO-K1 cells; ATP-induced calcium, Fluo-8 fluorescence; inhibition, % at 3 µM; hit rate 0.6% among 360,000; AID 602250;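 active = inhibition above a per-plate cutoff, the plate's mean sample inhibition plus 3 SD, cut at about 24% in these data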;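 also: 0% = DMSO plus EC80 ATP and 100% = DMSO alone without ATP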
CHO-K1 Ca ag = counter-screen for M1 agonists: effect in parental CHO-K1 cells. Fluo-8 calcium fluorescence; scaled to maximal ATP response, vehicle zero. activation, % at 3 µM. hit rate 0.48% among 360,000. AID 602248, 2012; in the data active = activation above about 15%;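 also: untransfected CHO-K1 host cells lacking M1 receptor as counterscreen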
CHRM1 antagonist = human M1 muscarinic receptor antagonists, primary screen, CHO-K1 cells, Fluo-8 calcium fluorescence, 1536-well. Muscarinic acetylcholine receptor M1 (Homo sapiens), P11229. CHO-K1 hM1, ACh EC80 antagonist. inhibition, % at 3 µM. hit rate 1.3% among 360,000. AID 588852, 2011;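 active = percent inhibition above its own plate's cutoff, namely the mean of that plate's compound wells plus 3 SD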;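 also: peak over basal fluorescence ratio during 140 s after agonist addition; 0% = ACh EC80 plus DMSO and 100% = DMSO alone without agonist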
M1 ag = human M1 muscarinic receptor agonists, primary screen, Fluo-8 calcium fluorescence, CHO-K1 cells, HTS. activation, % at 3 µM. AID 588814, 2011. CHO-K1 hM1, agonist mode; 0% DMSO, 100% acetylcholine EC100. Muscarinic acetylcholine receptor M1 (Homo sapiens), P11229. hit rate 0.33% among 360,000;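 active = activation above the run's mean compound activation plus 3 SD, cut at about 16% in these data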;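 also: peak over basal fluorescence ratio within a 140 s kinetic read after compound addition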
CHO-K1 Ca PAM = nonselective calcium activators in parental CHO-K1 cells, primary screen, counter-screen for M1 PAM project, cell-based, Fluo-8 calcium fluorescence, full deck, 1536-well | ATP EC20; 0% at ATP EC20, 100% at ATP max | activation, % at 3 µM | hit rate 0.02% among 360,000 | AID 602247, 2012;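 active = activation above the run cutoff, the mean activation of all test compounds plus 3 SD, cut at about 40% in these data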;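 also: peak over basal fluorescence ratio in a 140 s read after ATP addition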
* = called active by the depositor; . = no result given.

SMILES | CHRM1 PAM | CHO parental Ca | TAAR1 antag | TAAR1 agonist | CHO-K1 Ca antag | CHO-K1 Ca ag | CHRM1 antagonist | M1 ag | CHO-K1 Ca PAM
O=C1CCC(C(=O)N2CCN(c3ccccc3Cl)CC2)CN1CC1CCCCC1 (stereo not given) | 7.6 | -10.0 | -16.5 | 5.0 | -13.9 | 2.0 | -5.0 | -0.8 | 8.5
Cc1ccc(N2CC(C(=O)Nc3nnc(SCC(=O)NCC4CCCO4)s3)CC2=O)cc1C (stereo not given) | 9.7 | 15.0 | -24.1 | 0.3 | -9.3 | 0.5 | -9.6 | -2.1 | 14.8
Cc1cccnc1NC(=O)NC(=O)c1ccc(C(C)(C)C)s1 | 17.8 | -13.1 | -21.5 | 1.4 | 1.3 | 1.4 | -19.4 | -0.8 | 21.0
CC(=O)Nc1cccc(OC(=O)c2ccoc2C)c1 | 3.9 | 4.9 | 7.3 | 0.0 | 16.4 | 0.2 | 0.1 | -3.2 | -8.0
O=C(Nc1nc2cc3c(cc2s1)OCCO3)C1=COCCO1 | 8.0 | 7.0 | -6.7 | 1.2 | 9.5 | 1.8 | 2.4 | 3.8 | -8.7
CCOC(=O)N1CCN(C(=O)COC(=O)C2CCN(S(=O)(=O)c3c(C)c(C)cc(C)c3C)CC2)CC1 | -0.6 | -5.1 | 22.4 | 8.7 | -7.5 | 8.2 | -12.4 | -0.1 | 8.9
COc1ccc(C(=O)NC2CCN(S(=O)(=O)c3ccc(C)cc3)CC2)cc1 | 8.6 | -3.8 | -6.3 | 3.2 | 0.2 | -1.2 | -7.3 | -4.3 | 1.5
COc1ccccc1CC(=O)NNS(=O)(=O)c1cccc([N+](=O)[O-])c1 | 1.2 | -14.6 | -1.4 | 3.6 | -14.6 | 0.4 | -0.4 | -4.2 | 4.0
O=C(c1ccco1)N1C2C=CC(C2)C1(C(F)(F)F)C(F)(F)F (stereo not given) | -0.2 | 0.7 | -10.7 | 4.5 | -5.2 | 0.4 | 8.3 | -3.0 | 5.3
c1ccc(NNC2=NCCCCC2)cc1 | 0.3 | 3.2 | -9.5 | 1.6 | -11.4 | 0.4 | -1.5 | -8.7 | 2.4
O=C1CSC(c2cccc([N+](=O)[O-])c2)N1c1ccc(O)cc1 (stereo not given) | 9.1 | -9.3 | 5.9 | 1.9 | -8.4 | 0.8 | -9.9 | -11.3 | 16.1
CCCCn1c(N)c(N(CC(C)C)C(=O)c2cc3c(s2)CCCCC3)c(=O)[nH]c1=O | 4.2 | -13.2 | -36.6 | 0.9 | -5.1 | 1.2 | -14.8 | -1.2 | 3.7
Cc1ccc(N=Cc2cc(Br)cc(Cl)c2O)cc1 | -10.7 | 4.4 | 21.0 | 4.1 | 1.3 | -0.2 | 17.6 | -7.1 | 13.5
CC(=O)N1[C@H](C)C=C[C@]1(Cc1ccccc1)C(=O)NCc1cc(F)cc(C(F)(F)F)c1 | 1.6 | -18.9 | 1.1 | 11.6 | -8.0 | -0.9 | 2.7 | -4.8 | -9.1
COc1ccc(Nc2nnc(-c3ccc(C(=O)NCCO)cc3)c3ccccc23)cc1 | 3.7 | -14.8 | -2.2 | -0.6 | -9.4 | 0.5 | -11.7 | -9.8 | 12.1
CC(Oc1ccccc1)C(=O)N/N=C/c1ccccn1 (stereo not given) | 4.0 | -7.5 | -12.6 | 3.8 | 1.9 | 0.1 | -0.5 | 0.1 | 6.0
CCCOC(=O)c1c(NC(=O)/C=C/c2cnn(C)c2C)sc(C(=O)OC)c1C | 3.9 | -13.2 | . | . | -10.8 | 0.5 | 6.5 | -3.2 | 5.4
C/C=C/c1ccc(OCC(=O)NCc2ccccc2OC)c(OC)c1 | 1.5 | -26.7 | -2.0 | 1.1 | -3.1 | 0.0 | 9.0 | -3.4 | -5.8
Cc1ccccc1-n1c(C)nnc1SCC(=O)N1CCc2ccccc2C1 | 5.6 | -12.4 | -0.4 | 6.1 | 8.3 | 0.3 | 2.6 | -4.9 | 4.5
COc1cc(/C=N/n2nnnc2N)ccc1OCC#N | 1.9 | 8.0 | 4.7 | 2.0 | 4.8 | -0.2 | -12.5 | -1.4 | -13.1
Cc1[nH]c2ccccc2c1C(=O)C(=O)N1CC(C)OC(C)C1 (stereo not given) | 3.0 | -5.8 | -27.2 | 0.3 | 0.0 | 0.3 | -10.3 | -1.2 | 1.4
CCCn1ccc2c(OCC(=O)Nc3ccc(NC(C)=O)cc3)cccc2c1=O | 4.8 | -15.2 | -2.7 | 3.5 | 11.8 | 2.4 | -2.1 | -2.6 | 4.8
CC(=O)Nc1ccc(NC(=O)C2CC(=O)N(c3cccc(Cl)c3)C2)cc1 (stereo not given) | 4.1 | -1.5 | -25.0 | 8.9 | -21.3 | 0.4 | -1.5 | -5.5 | 16.2
COc1ccc(CN2CCCC(C(=O)N3CCCC3)C2)c(OC)c1OC (stereo not given) | 6.8 | . | -12.8 | 2.9 | -4.3 | 0.9 | -13.5 | -9.8 | 21.3

Ordered by the number under TAAR1 antag (falling): 3 of the compounds above
| canonical_smiles | CHRM1 PAM | TAAR1 antag | CHRM1 antagonist | M1 ag |
| --- | --- | --- | --- | --- |
| CC(=O)N1[C@H](C)C=C[C@]1(Cc1ccccc1)C(=O)NCc1cc(F)cc(C(F)(F)F)c1 | 1.6 | 1.1 | 2.7 | -4.8 |
| COc1ccc(Nc2nnc(-c3ccc(C(=O)NCCO)cc3)c3ccccc23)cc1 | 3.7 | -2.2 | -11.7 | -9.8 |
| CC(Oc1ccccc1)C(=O)N/N=C/c1ccccn1 (stereo not given) | 4.0 | -12.6 | -0.5 | 0.1 |

(continued)
SMILES | CHRM1 PAM | CHO parental Ca | TAAR1 antag | TAAR1 agonist | CHO-K1 Ca antag | CHO-K1 Ca ag | CHRM1 antagonist | M1 ag | CHO-K1 Ca PAM
CCOC(=O)N1CCN(C(=O)C2CCCN(S(=O)(=O)c3cc(C)ccc3OC)C2)CC1 (stereo not given) | 5.5 | -16.9 | -19.6 | 0.4 | -1.3 | 0.3 | -5.4 | -4.8 | 10.1
Cc1ccn(CC(=O)NC2CCCN(Cc3ccc(CC(C)C)cc3)C2)n1 (stereo not given) | -3.5 | -9.9 | -22.8 | 2.5 | -7.3 | 2.4 | 7.2 | -4.8 | -4.0
Nc1c(C(=O)NCc2ccc3c(c2)OCO3)nnn1Cc1ccc(Br)cc1 | 6.5 | 11.7 | 48.5 | 65.5* | -2.6 | 17.9* | -0.5 | 16.5* | 19.3
CN(C(=O)CSc1nnc2ccccn12)c1c(N)n(Cc2ccccc2)c(=O)[nH]c1=O | 7.0 | -0.5 | 2.4 | -1.7 | -1.6 | 0.2 | -1.6 | -1.7 | -0.8
Cc1ccc(OCC(=O)Nc2ccc(NC(=O)c3ccccc3)cc2)cc1C | 11.1 | -9.7 | -18.2 | 0.0 | -19.6 | 3.2 | -12.9 | -1.4 | 16.0
CCCS(=O)(=O)NC(=O)C1(C)CCN(C(=O)c2ccc3ccccc3n2)C1 (stereo not given) | 17.4 | . | . | . | 2.6 | -0.3 | -1.6 | 2.4 | -8.9
COc1ccccc1C(=O)OC(C)CN1CCN(C)CC1 (stereo not given) | 7.0 | -2.1 | -0.8 | 0.4 | -5.0 | -0.1 | -11.5 | -4.0 | 11.6
COc1ccc(NC(=O)C2CC(c3ccc(Cl)cc3)=NO2)cc1OC (stereo not given) | 3.8 | -14.9 | -5.5 | 4.8 | -11.7 | 0.0 | -10.3 | 1.6 | 12.1
CCCCn1c(=O)[nH]c(=O)c2c1nc(-c1cccc(OC)c1)n2C | 4.6 | -9.0 | 1.5 | -2.5 | -15.1 | 1.1 | 0.3 | -4.7 | 13.1
O=C(Nc1ccc2c(c1)CCC2)c1ccc(F)c(S(=O)(=O)N2CCOCC2)c1 | 8.4 | -10.0 | 27.6 | 6.4 | 2.3 | 2.1 | -3.4 | -4.1 | 3.5
Cc1cc2nc(-c3ccc4c(c3)CCC4)ccn2n1 | 1.1 | 3.7 | -8.7 | -3.0 | -7.8 | -1.0 | -3.5 | -5.1 | 2.4
O=C(NCCC1=CCCCC1)C(=O)NCCc1ccc(Cl)cc1 | 2.0 | -10.7 | -2.7 | 2.7 | -9.3 | 0.5 | 0.5 | -3.8 | -9.0
C=CCn1c(SCC(=O)N2N=C(c3ccco3)CC2c2ccco2)nnc1-c1ccncc1 (stereo not given) | 2.4 | -3.1 | -14.0 | 3.4 | 9.5 | -0.5 | -8.0 | -0.6 | -9.7
CCNC(=S)N/N=C(\C)c1cccc(OC)c1 | 5.0 | -9.6 | -7.2 | -0.5 | 7.1 | 0.0 | -1.9 | -3.5 | -13.0
S=C(N/N=C/c1ccc(Br)cc1)N1CCCCC1 | 11.5 | -13.6 | -9.9 | 7.7 | -5.7 | 1.1 | -21.7 | -2.3 | 10.7
CC(=O)n1cc(N(C(=O)CCl)c2ccc([N+](=O)[O-])cc2)c2ccccc21 | -4.7 | -14.8 | 16.3 | 16.1 | 0.3 | 2.6 | 8.7 | -0.4 | -7.1
CC1(C)Oc2ccc3ccc(=O)oc3c2/C(=C/Nc2ccccn2)C1=O | 2.8 | -19.1 | 32.1 | 8.5 | -14.1 | 2.2 | -1.7 | -1.9 | -6.0
Cc1ccc(C2(CC(=O)Nc3nccs3)CCOC(C(C)C)C2)cc1 (stereo not given) | -7.3 | -9.8 | -5.9 | 1.5 | -0.9 | 0.1 | 1.6 | -6.1 | 1.6
CN=C(c1ccco1)n1c(=S)nc(-c2ccco2)n(C)c1=S | 6.3 | -4.9 | -18.0 | 13.9 | -8.0 | 0.4 | -19.4 | -0.9 | 15.9
CC(C)CC(OC(=O)c1ccco1)C(=O)NC1CCCC1 (stereo not given) | 13.8 | -11.3 | -19.2 | 1.3 | -10.4 | 0.0 | -5.3 | -4.5 | 10.6
CN(C)/C=C/C(=O)c1ccc(F)cc1 | 8.8 | -5.0 | 3.6 | 2.8 | -2.3 | -0.3 | -9.8 | -3.2 | -2.7
CC(=O)Nc1ccc(S(=O)(=O)N2CCNC(=O)C2)cc1 | 4.7 | -7.5 | -4.6 | 3.1 | -19.1 | 1.2 | -14.2 | -4.0 | 21.8
Cc1nnc(NC(=O)c2cccc(S(=O)(=O)N(C)c3cccc(Cl)c3)c2)s1 | -0.1 | -6.7 | -1.3 | -1.7 | -7.5 | 0.4 | 6.9 | -4.1 | -10.9
